PTPN22 inh 2 = inhibitors of human LYP (PTPN22) phosphatase; AID 640; recombinant LYP catalytic domain, DiFMUP fluorescence; Q9Y2R2; inhibition, % at 2 µM; actives 0.21% (n = 96,000);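 active = inhibition at 2 µM at or above a set limit, the screen mean plus 3 SD, cut at about 24% in these data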;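 note: 0% = DMSO with enzyme and 100% = enzyme fully blocked by orthovanadate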
Rev-RRE block = disrupts HIV-1 Rev binding to RRE RNA; Rev peptide-RRE RNA binding, FRET; actives 0.79% (n = 97,000); inhibition, % at 8 µM;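 active = inhibition above the screen-wide mean plus 3 SD, cut at about 35% in these data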;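 note: 0% = median DMSO wells and 100% = median Neomycin B control wells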
Target sequence (P05866 whole entry, looked up): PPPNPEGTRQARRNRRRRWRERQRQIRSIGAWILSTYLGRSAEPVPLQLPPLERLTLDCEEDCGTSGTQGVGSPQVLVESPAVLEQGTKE
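Test system: Cy5-tagged RRE RNA duplex with fluorescein-tagged Rev peptide; Probe or stimulus: labelled Rev peptide; Schedule: 5 min preincubation and 15 min binding, 25 °C; Signal: FRET fluorescence readout; Evaluation: % inhibition from 671/540 nm acceptor-to-donor ratio, scaled between controls; Control set: DMSO and neomycin B.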
EphB4 ephrin blk = EphB4-ephrin-B2 interaction antagonism. AID 720. P54760. actives 0.15% (n = 97,000). inhibition, % at 7 µM. EphB4 LBD / TNYL-RAW-Alexa532 peptide, fluorescence polarization;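 active = inhibition above the screen-wide mean inhibition plus 3 SD, cut at about 15% in these data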;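 note: 0% = DMSO wells and 100% = excess unlabeled TNYL-RAW peptide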
PTK2B oligo ant = antagonists of human Pyk2 oligomerization; z-score (the deposit names both 25 µM and 10 µM); actives 0.83% (n = 99,000); Q293 cells, Pyk2 FERM NanoBiT luminescence; stronger effect = lower value; Q14289;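 active = Z-score of -3 or lower, scaled per plate to the spread of control and sample wells; inactive = z-score above -3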;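 note: negative z-score means lost luminescence so less FERM oligomerization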
Target sequence (Q14289 whole entry, looked up): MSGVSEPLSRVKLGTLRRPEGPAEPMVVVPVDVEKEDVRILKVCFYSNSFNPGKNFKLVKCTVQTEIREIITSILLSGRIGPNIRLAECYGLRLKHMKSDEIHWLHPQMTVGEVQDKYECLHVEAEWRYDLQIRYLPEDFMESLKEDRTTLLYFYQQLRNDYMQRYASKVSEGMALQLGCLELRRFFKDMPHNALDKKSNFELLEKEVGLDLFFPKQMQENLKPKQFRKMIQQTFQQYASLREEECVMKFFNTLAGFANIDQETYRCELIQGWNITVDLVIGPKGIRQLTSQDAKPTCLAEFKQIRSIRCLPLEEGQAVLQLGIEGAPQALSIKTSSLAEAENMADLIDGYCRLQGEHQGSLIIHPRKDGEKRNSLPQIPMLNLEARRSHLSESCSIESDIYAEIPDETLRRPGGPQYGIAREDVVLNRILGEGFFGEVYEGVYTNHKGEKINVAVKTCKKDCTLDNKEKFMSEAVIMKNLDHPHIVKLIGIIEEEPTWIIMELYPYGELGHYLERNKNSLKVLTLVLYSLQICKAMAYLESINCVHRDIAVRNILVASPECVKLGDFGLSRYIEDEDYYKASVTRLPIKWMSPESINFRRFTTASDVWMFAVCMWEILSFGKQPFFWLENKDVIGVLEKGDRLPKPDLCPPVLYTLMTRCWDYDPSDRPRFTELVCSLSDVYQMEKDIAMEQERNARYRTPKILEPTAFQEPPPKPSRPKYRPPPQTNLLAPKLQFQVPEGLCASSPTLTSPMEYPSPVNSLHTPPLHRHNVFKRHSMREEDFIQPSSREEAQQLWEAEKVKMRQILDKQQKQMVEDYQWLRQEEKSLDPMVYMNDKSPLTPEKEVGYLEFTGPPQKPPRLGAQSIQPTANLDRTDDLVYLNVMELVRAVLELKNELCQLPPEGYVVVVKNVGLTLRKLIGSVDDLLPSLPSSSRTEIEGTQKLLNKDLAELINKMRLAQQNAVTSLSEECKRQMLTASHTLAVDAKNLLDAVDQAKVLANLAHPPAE
FAK blocker = inhibitors of human focal adhesion kinase. Q05397. biochemical FAK kinase activity assay. inhibition, %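 (tested at 7 µM)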. actives 0.84% (n = 97,000). AID 727; in the data active = inhibition above about 19%;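 note: 0% = DMSO and 100% = reference compound high control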
PLK1 kinase inh = inhibitors of human PLK1 kinase. P53350. recombinant PLK1 kinase, TR-FRET peptide phosphorylation. inhibition, % at 10 µM. actives 0.53% (n = 97,000). AID 619;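 active = inhibition of 50% or more in the single-concentration screen; inactive = inhibition below 50%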;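 note: 0% = DMSO max control and 100% = H-89 dihydrochloride min control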
PTPN22 act = LYP (human) phosphatase activation; recombinant LYP, DiFMUP fluorescence; 0 = plate median, 100 = signal doubled; activation, % at 2 µM; actives 0.11% (n = 96,000); AID 697;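 active = activation at 2 µM above a set limit, the mean plus 5 SD, cut at about 37% in these data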
F-actin modifier = modifiers of cytoskeleton assembly; HUVEC TNFa F-actin phalloidin imaging, high content; inhibition, % at 2 µM; actives 0.18% (n = 91,000);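 active = inhibition above the batch mean plus 3 SD and confirmed as a hit by visual image inspection, cut at about 30% in these data, passing the limit was not always enough; inconclusive = above the inhibition threshold but rejected on visual inspection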; note: strong numbers were not always called active
PLK1 PBD inh = inhibitors of human Plk1 polo box domain binding; Plk1 PBD phosphopeptide binding, fluorescence polarization; inhibition, %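 (tested at about 20 µM)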; actives 0.13% (n = 97,000); AID 693; P53350; in the data active = inhibition above about 34%, passing the limit was not always enough
The depositor's hits bear a star; u = inconclusive; x = no result given. Hits appear at their usual frequency; any-hit rate near 3.5%.

SMILES | PTPN22 inh 2 | Rev-RRE block | EphB4 ephrin blk | PTK2B oligo ant | FAK blocker | PLK1 kinase inh | PTPN22 act | F-actin modifier | PLK1 PBD inh
Cc1cc(C(=O)NCc2ccco2)on1 | 1 | 4 | -12 | x | -2 | -18 | -4 | -13 | 5
Cc1nc2ccccc2cc1OCc1ccc(Cl)cc1 | x | 15 | 0 | 0.26 | 3 | -11 | x | x | -8
Cc1cccc(-n2c(Cc3cc(=O)[nH]c(=O)[nH]3)nnc2SCC(=O)NCC2CCCO2)c1 (stereo not given) | 8 | 4 | -7 | x | -1 | 4 | -10 | -6 | 5
Cc1c(C)n(C(=O)CSc2nccn2C)c2ccccc12 | 2 | 6 | 2 | -0.47 | 8 | 7 | -3 | 4 | 6
COc1ccc(S(=O)(=O)N(C)CC(=O)Nc2ccc3c(c2)OCCO3)cc1OC | 6 | 0 | -2 | 0.96 | 1 | -14 | -6 | 6 | -8
O=C(COC(=O)c1cc(=O)[nH]c2ccccc12)NC(=O)NC1CCCCC1 | 5 | 12 | 2 | -3.7* | 3 | -7 | -5 | 7 | -5
COc1cccc(C(=O)Nc2ccccc2N2CCOCC2)c1 | 1 | 4 | -5 | 0.02 | 2 | -11 | -2 | -46 | 1
COc1ccc(C(=O)N2CCN(C3CCCCC3)CC2)c(OC)c1 | 2 | 0 | 3 | 1.4 | -1 | -7 | -2 | -3 | -15
CCS(=O)(=O)Nc1ccc(-c2nnc(SCC(=O)c3cccc(OC)c3)o2)cc1 | -10 | -6 | -11 | 1.9 | -3 | -10 | 9 | -11 | 5
COc1ccccc1NC(=O)N1CCC(C(=O)c2ccc(F)cc2)CC1 | 10 | 0 | 2 | 0.88 | -1 | -11 | -11 | 0 | 0
COc1cccc(N(CC(=O)NCCSc2ccc(Cl)cc2)S(C)(=O)=O)c1 | -2 | 12 | -8 | -0.36 | -2 | -2 | 5 | -6 | 15
Cc1ccc(OCCCn2c(=O)sc3ccccc32)cc1 | -6 | 16 | 7 | 0.28 | 3 | -11 | 9 | -31 | 29
CCN(CC)CC#CCC1(O)c2ccccc2-c2ccccc21 | 11 | 1 | -8 | 0.63 | 0 | -10 | -9 | -10 | 6
CCN(CC)CCCN1C(=O)CSC1c1ccc2c(c1)OCO2 (stereo not given) | 0 | 3 | -6 | 0.19 | -3 | -18 | -1 | -6 | 28
COc1ccc(NC(=O)CCN2CC(C)OC(C)C2)c(OC)c1 (stereo not given) | -3 | 3 | -1 | -0.81 | 1 | -1 | 3 | 4 | -12
Cc1ccc(-c2csc(N)n2)s1 | -14 | 3 | 0 | 0.07 | -2 | 10 | 12 | 2 | 3
O=C(Nc1ccc(S(=O)(=O)NC2CCCCC2)cc1)c1ccc(Br)o1 | 0 | 12 | 7 | 0.53 | 1 | -12 | 3 | -12 | -21
CCNC(=S)NNC(=O)C1CCCCC1 | -2 | 2 | -3 | 0.85 | -2 | -7 | 0 | -10 | -1
CCCCC(=O)Nc1ccc(NC(=O)C2CC2)cn1 | -2 | 5 | 1 | -0.63 | -4 | -9 | 0 | 5 | -12
CCN1C(=O)/C(=C2\C=Cc3ccccc3N2CC)OC1=S | -2 | 17 | -4 | 0.32 | 2 | -7 | 4 | -15 | -26
Cc1cccc(NC(=O)CN2CCCN(S(=O)(=O)c3ccc(Br)s3)CC2)c1 | 1 | 10 | 3 | -0.33 | 1 | -7 | -1 | -21 | -12
Cn1c(=O)[nH]c(=O)c2c1nc(N1CCOCC1)n2CCSc1nc2ccccc2[nH]1 | -11 | 4 | 1 | -0.27 | -9 | 1 | 13 | 0 | -3
CCOC(=O)N1CCN(C(=O)Nc2sc3nc4n(c(=O)c3c2C)CCC(C)CC4)CC1 (stereo not given) | -8 | 4 | -3 | -1.9 | -2 | -11 | 5 | -28 | 1
Cc1nn(C)c(C)c1NC(=O)CCSc1nc(-c2ccco2)cc(C(F)(F)F)n1 | -8 | -7 | -6 | -0.02 | -4 | -4 | 12 | 17 | 3
COC(CNC(=O)c1ccc2c(c1)nc(C)n2-c1cccc(F)c1)OC | 2 | 8 | -1 | -0.18 | -1 | 0 | -5 | -4 | -13

Part of the list above, reduced to FAK blocker, PLK1 kinase inh and EphB4 ephrin blk:
smiles | FAK blocker | PLK1 kinase inh | EphB4 ephrin blk
CCN1C(=O)/C(=C2\C=Cc3ccccc3N2CC)OC1=S | 2 | -7 | -4
Cc1cccc(-n2c(Cc3cc(=O)[nH]c(=O)[nH]3)nnc2SCC(=O)NCC2CCCO2)c1 (stereo not given) | -1 | 4 | -7
CCOC(=O)N1CCN(C(=O)Nc2sc3nc4n(c(=O)c3c2C)CCC(C)CC4)CC1 (stereo not given) | -2 | -11 | -3
Cc1ccc(OCCCn2c(=O)sc3ccccc32)cc1 | 3 | -11 | 7
COc1ccc(S(=O)(=O)N(C)CC(=O)Nc2ccc3c(c2)OCCO3)cc1OC | 1 | -14 | -2

Record cards (already shown):
`CCOC(=O)N1CCN(C(=O)Nc2sc3nc4n(c(=O)c3c2C)CCC(C)CC4)CC1` (stereo not given) across the screens: PTPN22 inh 2: -8; Rev-RRE block: 4; EphB4 ephrin blk: -3; PTK2B oligo ant: -1.9; FAK blocker: -2; PLK1 kinase inh: -11; PTPN22 act: 5; F-actin modifier: -28; PLK1 PBD inh: 1
`CCN(CC)CCCN1C(=O)CSC1c1ccc2c(c1)OCO2` (stereo not given) across the screens: PTPN22 inh 2: 0; Rev-RRE block: 3; EphB4 ephrin blk: -6; PTK2B oligo ant: 0.19; FAK blocker: -3; PLK1 kinase inh: -18; PTPN22 act: -1; F-actin modifier: -6; PLK1 PBD inh: 28

Fetched by structure from the list above (2):
SMILES | PTPN22 inh 2 | Rev-RRE block | EphB4 ephrin blk | PTK2B oligo ant | FAK blocker | PLK1 kinase inh | PTPN22 act | F-actin modifier | PLK1 PBD inh
CCS(=O)(=O)Nc1ccc(-c2nnc(SCC(=O)c3cccc(OC)c3)o2)cc1 | -10 | -6 | -11 | 1.9 | -3 | -10 | 9 | -11 | 5
COc1ccccc1NC(=O)N1CCC(C(=O)c2ccc(F)cc2)CC1 | 10 | 0 | 2 | 0.88 | -1 | -11 | -11 | 0 | 0

Further entries follow:
SMILES | PTPN22 inh 2 | Rev-RRE block | EphB4 ephrin blk | PTK2B oligo ant | FAK blocker | PLK1 kinase inh | PTPN22 act | F-actin modifier | PLK1 PBD inh
Cc1nc2[nH]onc2c2nccc(=O)c12 | 3 | 9 | 1 | 1.9 | 3 | -9 | -7 | -6 | -11
C/C(=N\O)c1ccc2[nH]ccc2c1 | 14 | 8 | -1 | 2.2 | -4 | 4 | -16 | 37 | 3
COc1cccc(S(=O)(=O)NCc2ccc3c(c2)OCO3)c1 | 7 | -3 | -1 | -0.59 | 1 | 3 | -8 | -12 | -7
CCCn1c(SCC(=O)N2CCCCC2)nnc1-c1ccco1 | 6 | 3 | -4 | 0.47 | -2 | -9 | -6 | 13 | 23
CCCc1ccc(-c2cc(NC(=O)CSc3n[nH]c(N)n3)n(-c3ccccc3)n2)cc1 | -2 | 8 | -5 | -0.8 | 4 | -17 | 3 | -7 | 0
O=C(CC(Nc1ccc(Cl)cc1)C(=O)O)c1ccccc1 (stereo not given) | -2 | 4 | 1 | 1.1 | 0 | -10 | 1 | -25 | -13
Cc1cc(C)n(C(=O)c2ccc(NC(=O)C3COc4ccccc4O3)cc2)n1 (stereo not given) | -4 | 11 | 4 | 0.43 | -3 | -1 | 3 | u | 2
CCOc1ccc(CCNC(=O)C2CCN(c3nnc(-n4cccc4)s3)CC2)cc1 | -4 | 3 | 3 | x | 6 | -13 | 2 | -17 | 0
CCC1C(C#N)=C(N)OC2=C1C(=O)CC(C)(C)C2 (stereo not given) | -4 | 10 | -2 | 0.07 | 0 | -15 | 1 | 1 | -17
O=c1[nH]c(SCc2ccccc2Cl)nc2c1CCC2 | 8 | 0 | -11 | -0.93 | 0 | -4 | -11 | -5 | 19
Cc1cc(NC(=O)CCC(=O)N(c2ccccc2)C(C(=O)NC2CCCCC2)c2cccs2)no1 (stereo not given) | -2 | 3 | 4 | -1.5 | 0 | -18 | 3 | 10 | -24
COc1ccc(C(=O)OCc2cc3cccc(C)c3[nH]c2=O)cc1 | 6 | 6 | 0 | 0.37 | -20 | -134 | -9 | 12 | 8
O=S(=O)(NCCc1cn2ccccc2n1)c1ccc(F)c(C(F)(F)F)c1 | 1 | 2 | -9 | x | -8 | -11 | -3 | -9 | -2
C=CCSC1=C(C#N)C(c2cc(Br)c(O)c(OC)c2)CC(=O)N1 (stereo not given) | -4 | 2 | -13 | 1.2 | -2 | -2 | 2 | 17 | 9
CCN(CC)S(=O)(=O)c1cc([N+](=O)[O-])ccc1NNC(=O)Nc1ccc(F)cc1 | 6 | 10 | 10 | -0.7 | 8 | -14 | -9 | 16 | -18
CN1C(=O)c2ccccc2N(C)C1c1ccc2c(c1)OCO2 (stereo not given) | 4 | 5 | -2 | 0.38 | 2 | -7 | -4 | 7 | -14
CC(=O)Nc1ccc(S(=O)(=O)N2CCN(c3nc(NC4CCCC4)c4ccccc4n3)CC2)cc1 | 2 | 12 | -3 | -3* | -3 | -11 | -4 | 22 | -25
Cn1c(=O)c2c(SCc3cccnc3)nc(C3CC3)nc2n(C)c1=O | -2 | 6 | -1 | x | -2 | -4 | 1 | -5 | -15
CCN(CC)S(=O)(=O)c1cccc(-c2nnc(SCc3nc4ccccc4s3)o2)c1 | 11 | 19 | 1 | -1.4 | 0 | -12 | -10 | 7 | -1
CCOC(=O)c1c(NC(=O)Nc2ccc(Cl)cc2)sc(C)c1C | 5 | 6 | -1 | -0.48 | 1 | -10 | -2 | 18 | -4
COc1ccc2[nH]c(=O)c(CN(C(=O)c3ccncc3)C(C)(C)C)cc2c1 | -4 | -4 | -15 | -0.99 | 0 | -2 | 4 | -42 | -18
COc1ccccc1-n1c(SCC(=O)NC(C)(C)C)nnc1-c1ccco1 | -1 | -3 | -5 | -0.4 | -4 | -8 | 5 | 0 | 8
COc1ccc(C(=O)c2sc(NC(C)C)nc2N)cc1OC | -3 | -5 | -3 | -0.6 | 1 | -1 | 0 | 0 | 1
COc1ccc(-n2c(N)c(C(=O)NCC3CCCO3)sc2=S)cc1 (stereo not given) | -8 | 1 | -5 | 0.22 | -1 | -12 | 7 | 0 | -30
C=C(C)COc1ccc(-c2nc(N)nc(C)c2Oc2ccccc2OC)c(O)c1 | -17 | 12 | -5 | -2.9 | -2 | -167 | 15 | -7 | 11
Cc1occc1C(=O)N/N=C/c1c[nH]c2ccccc12 | -5 | -2 | -11 | 0.12 | 3 | -10 | 7 | 13 | -4
CN(C)c1ccc(C(=S)N2CCOCC2)cc1Br | 3 | 5 | 3 | 0 | -8 | -11 | -4 | 15 | -21
CCCOC(=O)Nc1ccccc1C(N)=O | -5 | -1 | -9 | 0.08 | -3 | -17 | 5 | x | 31
CC(C)CC(c1nnnn1CC1CCCO1)N1CCN(c2cccc(Cl)c2)CC1 (stereo not given) | -3 | 10 | 1 | -2.1 | 2 | -1 | 1 | 13 | 15

3 entries already listed, ordered by formula weight, highest first:
SMILES | PTPN22 inh 2 | Rev-RRE block | EphB4 ephrin blk | PTK2B oligo ant | FAK blocker | PLK1 kinase inh | PTPN22 act | F-actin modifier | PLK1 PBD inh
CC(C)CC(c1nnnn1CC1CCCO1)N1CCN(c2cccc(Cl)c2)CC1 (stereo not given) | -3 | 10 | 1 | -2.1 | 2 | -1 | 1 | 13 | 15
COc1ccc(-n2c(N)c(C(=O)NCC3CCCO3)sc2=S)cc1 (stereo not given) | -8 | 1 | -5 | 0.22 | -1 | -12 | 7 | 0 | -30
COC(CNC(=O)c1ccc2c(c1)nc(C)n2-c1cccc(F)c1)OC | 2 | 8 | -1 | -0.18 | -1 | 0 | -5 | -4 | -13
